High-throughput results from PubChem.
PAX8 inh HTS: lowers PAX8-driven luciferase in RMG-I cells. RMG-I TPO-luciferase reporter, SteadyGlo, 24 h. AID 652154. 360,000 tested, 1.2% active. inhibition, % at 12.6 µM;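 active = mean replicate inhibition at least 60% with every replicate also reaching 60%; inconclusive = only one of the two criteria is met; inactive = mean below 60% and not all replicates reaching 60%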;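 also: luciferase light reporting Pax8 driven TPO promoter activity; plate controls were median of neutral control wells for no effect and mitoxantrone controls for full effect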
SIRT5 block: sirtuin-5 (human) deacylase inhibition. AID 652115. 330,000 tested, 1.1% active. Q9NXA8. Purified SirT5, succinyl-peptide AMC, trypsin-coupled fluorescence. inhibition, % at 15 µM; in the data active = inhibition above about 15%; inconclusive = no clear call, values can overlap the other calls
Target sequence (Q9NXA8 whole entry, looked up): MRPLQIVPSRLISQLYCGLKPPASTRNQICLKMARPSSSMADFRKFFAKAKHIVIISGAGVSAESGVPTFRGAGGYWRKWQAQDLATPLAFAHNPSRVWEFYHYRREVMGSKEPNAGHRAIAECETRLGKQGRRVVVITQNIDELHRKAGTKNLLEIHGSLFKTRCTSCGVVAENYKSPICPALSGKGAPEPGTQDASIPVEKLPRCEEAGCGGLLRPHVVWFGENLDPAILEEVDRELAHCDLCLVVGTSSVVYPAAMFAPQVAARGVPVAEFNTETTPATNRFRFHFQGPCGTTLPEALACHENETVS
CASP6 VEID inh: caspase-6 (human) enzyme inhibition. inhibition, % at 12.5 µM. purified caspase-6, Z-VEID-R110 cleavage fluorescence. 350,000 tested, 0.53% active;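 active = mean inhibition across replicates at least about 35%, with every replicate also reaching that limit, limit read from the data; inconclusive = only one of the two criteria met; inactive = neither criterion met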;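 also: 0% = median of neutral control wells and 100% = no fluorescence left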
Target sequence (P55212 24-179 limits assumed): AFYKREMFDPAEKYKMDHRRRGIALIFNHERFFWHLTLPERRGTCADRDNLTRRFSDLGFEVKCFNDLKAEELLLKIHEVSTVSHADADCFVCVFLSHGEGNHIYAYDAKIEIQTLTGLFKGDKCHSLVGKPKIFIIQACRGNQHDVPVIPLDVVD
Target sequence (P55212 194-293 limits assumed): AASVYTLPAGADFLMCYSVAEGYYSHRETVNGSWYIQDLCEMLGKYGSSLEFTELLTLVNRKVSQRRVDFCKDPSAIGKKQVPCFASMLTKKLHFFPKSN
EWS-Fli inh: inhibitors of EWS/Fli oncoprotein transcriptional activity; A673 NR0B1-luciferase reporter, viability-normalised; 350,000 tested, 0.67% active; inhibition, % at 12.6 µM; AID 651661;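 active = mean inhibition of at least 50% after viability correction, with every replicate also passing that limit; inconclusive = mean reaches 50% but only one of two replicates passes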;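 also: firefly luciferase signal divided by Alamar Blue viability fluorescence both relative to DMSO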
DENV2 CPE rescue: inhibitors of DENV2 cytopathic effect; DENV2-infected cells, cytopathic effect rescue, plate reader; CPE inhibition, % at 9.99 µM; 350,000 tested, 1.7% active; in the data active = CPE inhibition above about 20%, passing the limit was not always enough; inconclusive = no clear call, values can overlap the other calls; tested in BHK-21 cells;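 also: 0% = median of neutral control wells and 100% = median of positive control wells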
ARNT TACC3 PPI: ARNT/TACC3 interaction disruption; Q9Y6A5; AlphaScreen His-ARNT PAS-B/GST-TACC3 binding, luminescence; TACC3 fragment carries E629A point mutation; 390,000 tested, 0.66% active; inhibition, % at 9.99 µM;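 active = mean inhibition of replicates at least 50% and at least half of replicates each reaching 50%; inconclusive = half or more replicates reach 50% but mean below 50%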;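 also: 0% = complete ARNT plus TACC3 wells and 100% = ARNT alone without TACC3; many hits fall short of the cut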
LGR2 inh: Drosophila LGR2 receptor signaling inhibition | 380,000 tested, 0.35% active | inhibition, % at 9.99 µM | AID 720647 | HEK293 LGR2, CRE-luciferase, bursicon-stimulated, 4 h;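 active = drop in luminescence signal, shown as inhibition above about 50% in the replicate tests, limit read from the data, passing the limit was not always enough; inconclusive = probably only some replicates passing the limit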;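 also: agonist challenge used bursicon conditioned medium at about half maximal strength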
* hit, by the source's call; ? = inconclusive; . = no result given; & = joins results of further samples.

SMILES	EWS-Fli inh	DENV2 CPE rescue	SIRT5 block	PAX8 inh HTS	CASP6 VEID inh	LGR2 inh	ARNT TACC3 PPI
CCOC(=O)C1CCCN(Cc2cc(=O)oc3cc(C)c(C)cc23)C1 (centres undefined)	-6	0	4	8	0	-20	1
Cc1noc(C)c1S(=O)(=O)Nc1ccc2c(c1)C(=O)N([C@@H](C)CO)C[C@@H](C)[C@@H](CN(C)CC1CCCCC1)OCCCC[C@@H](C)O2	5&-10	8&-5	-6&-1	-13&1	-3&-5	8	-1
C[C@H]1CCCCO[C@@H](CN(C)Cc2ccc(C(=O)O)cc2)[C@@H](C)CN([C@@H](C)CO)C(=O)c2cc(NC(=O)Nc3ccc(C(F)(F)F)cc3)ccc2O1	-12	4	-4	3	1	3	5
CCOC(=O)[C@]12CCCC=C1N(Cc1ccco1)C(=O)[C@H](CC(=O)NCC1CCCCC1)C2	8	-2	.	-19	-1	-19	.
O=C1C=C(C#Cc2ccc(Oc3ccccc3)cc2)C[C@@H](c2ccc(F)cc2)C1	2	14	-2	-13	-6	14	.
COc1cccc(-c2cnc3c(c2)C(=O)N([C@@H](C)CO)C[C@H](C)[C@H](CN(C)C(=O)CN(C)C)O3)c1	8	-3	1	.	-3	21	.
COc1ccc(C)cc1NS(=O)(=O)c1ccc2c(c1)oc(=O)n2C	19	19	-1	-14	-4	5	-7
O=C(N/N=C/c1cccnc1)NC12CC3CC(CC(C3)C1)C2	-9	-2	-2	2	1	3	3
C[C@H](CO)N1C[C@H](C)[C@@H](CN(C)Cc2ccccc2)OCCCC[C@H](C)Oc2ccc(NS(=O)(=O)c3ccc(Cl)cc3)cc2C1=O	3	17	4	0	0	17	6
O=C1CCN(Cc2ccccc2)CCN1[C@H](CO)c1ccccc1	3	.	.	1	.	8	-1
CCCCN(CC)S(=O)(=O)c1c(C)[nH]c(=O)[nH]c1=O	2	-9	-3	7	1	14	.
Cc1cc(C(=O)Nc2cccc3c2O[C@@H](CN(C)Cc2ccc(-c4ccccc4)cc2)[C@@H](C)CN([C@H](C)CO)C3=O)n(C)n1	-7	-12	2	16	3	0	-2
COc1cccc2cc(-c3ccccc3)c(=O)oc12	-57	13	-5	-192	20	-63	0
CCN(CCn1cccn1)Cc1c(C(=O)N2CCCCCCC2)nc2ccc(Cl)cn12	9	11	-1	1	0	5	-1
CCOC(=O)n1cc(C(=O)c2ccccc2O)cn1	12	17	0	-7	-3	-3	6
CCOc1ccc(Nc2cc(C)nc3ccc(C)cc23)cc1	15	-11	3	24	-2	19	1
Cc1ccc([C@H]2N[C@]3(CCCN(Cc4ccccc4)C3=O)[C@H]3C(=O)N(C)C(=O)[C@@H]23)cc1	-4	?	-2	19	10	-15	.
C[C@@H]1CCCCO[C@H](CN(C)S(=O)(=O)c2ccc(Cl)cc2)[C@@H](C)CN([C@H](C)CO)C(=O)c2cc(NS(=O)(=O)c3ccc(F)cc3)ccc2O1	-10	-4	8	-11	2	-4	-9
O=C(NCC(c1ccco1)N1CCN(c2ccccc2F)CC1)C(=O)NC1CCCCC1 (centres undefined)	-3	4	2	-4	2	1	5
CCCn1c(SCCC(=O)O)nc2ccccc21	3	11	3	-4	-1	-6	-3
COc1ccc(C(C(=O)NCc2ccccc2)N(Cc2cccnc2)C(=O)c2snc(C(N)=O)c2N)cc1OC (centres undefined)	2	0	1	7	.	3	-4
COc1cccc(NC(=O)CNCc2ccccc2)c1	-8	6	-1	-53	-2	-20	-3
CCc1ccc(NC(=O)C(=O)NCCN2CCN(C(=O)c3ccc(OC)cc3)CC2)cc1	-2	2	-8	1	-2	10	.
CC(=O)c1ccc(Nc2nc(C(N)Cc3ccc(Cl)cc3)cs2)cc1 (centres undefined)	8	-1	2	-11	1	.	.
O=C(c1cccc(F)c1)N1CCCCN2[C@H](CO)[C@H](c3ccc(-c4cncnc4)cc3)[C@@H]2C1	-4	5	-2	-18	-1	6	-3
OCCNCC(O)Cn1c2ccccc2c2ccccc21 (centres undefined)	-16	8	0	6	21	15	-2
COc1ccc(C(=O)COC(=O)CCn2c(C)csc2=O)c(OC)c1	-5	1	.	-10	-3	-39	.
C[C@H]1CN([C@@H](C)CO)C(=O)c2cc(NC(=O)Nc3cccc4ccccc34)ccc2O[C@H]1CN(C)Cc1ccccc1	10	1	0	-11	1	-4	11
COC(=O)c1ccc(Oc2cc(C)nc(NCc3ccccc3)n2)cc1	.	.	-2	.	-2	-5	.
N#C[C@H]1N[C@@H](CO)[C@@H]1c1ccc(C#CC2CCCC2)cc1	4	-9	2	20	-2	-2	-31

Two successive records from above, quoted:
SMILES	EWS-Fli inh	DENV2 CPE rescue	SIRT5 block	PAX8 inh HTS	CASP6 VEID inh	LGR2 inh	ARNT TACC3 PPI
O=C(N/N=C/c1cccnc1)NC12CC3CC(CC(C3)C1)C2	-9	-2	-2	2	1	3	3
C[C@H](CO)N1C[C@H](C)[C@@H](CN(C)Cc2ccccc2)OCCCC[C@H](C)Oc2ccc(NS(=O)(=O)c3ccc(Cl)cc3)cc2C1=O	3	17	4	0	0	17	6

Next part:
SMILES	EWS-Fli inh	DENV2 CPE rescue	SIRT5 block	PAX8 inh HTS	CASP6 VEID inh	LGR2 inh	ARNT TACC3 PPI
CCCCC1CCC(C(=O)NCC(c2ccco2)N2CCOCC2)CC1 (centres undefined)	.	-5	-3	-17	0	-1	0
Cc1c(CCCN)c2ccccc2n1Cc1ccccc1	13	.	-5	5	-4	-16	23
NS(=O)(=O)c1ccc(NC(=S)Nc2ccc(OCc3ccccc3)cc2)cc1	3	-2	-6	-1	3	-8	-3
Cc1cc(NC(=O)CSCC(=O)Nc2nc3ccccc3[nH]2)no1	-5	15	-3	24	-2	11	6
O=C(CCNC(=O)c1ccccc1Cl)Nc1nc2ccccc2s1	-26	16	-8	-108	3	-26	3
CCCc1cc(C(=O)Nc2cnn(Cc3ccc(F)cc3)c2)no1	-54	-7	-1	-17	-1	1	-2
C[C@H]1CN([C@@H](C)CO)S(=O)(=O)c2ccc(-c3cccc(F)c3)cc2O[C@@H]1CN(C)S(C)(=O)=O	23	-4	-3	3	5	18	21
CCOC(=O)C1(C)CCCN(C(=O)c2c(-c3ccccc3)noc2C)C1 (centres undefined)	-3	1	3	-6	-1	-1	.
O=C(C[C@H]1C[C@@H]2c3cc(NC(=O)NC4CCCC4)ccc3O[C@@H]2[C@@H](CO)O1)NCc1ccc(Cl)cc1	9	3	-1	.	-2	-13	-5
CCCCCCCCN1C(=O)[C@@H](CC(=O)N2CCC(c3ccccc3)CC2)C[C@@]2(C(=O)OC)C1=C[C@H](C(C)(C)C)O[C@@H]2C	10	-2	.	-22	-3	-13	.
O=C(Nc1ccc(Cc2ccncc2)cc1)C1CCC(N2C(=O)C3CCCCC3C2=O)CC1 (centres undefined)	5	2	-2	-36	0	-3	-5
CCC1(CC)NC(=O)N(CC(=O)OC(C)C(=O)Nc2ccc(NC(C)=O)cc2)C1=O (centres undefined)	-3	-7	-3	9	7	1	0
COc1ccc(C(=O)NC(C)C2CC3CCC2C3)cc1 (centres undefined)	-12	4	-1	-19	1	-16	-7
COc1ccc(CC(=O)N2CCC(c3ccccc3)C2)cc1 (centres undefined)	-41	.	-3	-12	1	-10	1
C[C@@H]1CN([C@H](C)CO)S(=O)(=O)c2ccc(Br)cc2O[C@@H]1CN(C)Cc1cncnc1	-6	19	8	.	3	-13	1
O=C(N[C@H]1C=C[C@H](CC(=O)N2CCN(c3ccccc3)CC2)O[C@@H]1CO)c1ccncc1	0	-4	0	-1	12	27	-4
N#C[C@H]1[C@@H](c2ccccc2-c2ccc(F)cc2)[C@@H](CO)N1C(=O)Cc1ccccc1	8	-10	4	-2	3	14	.
O=C(NCC(F)(F)F)c1ccc(S(=O)(=O)N2CCN(C(=O)C3CCCO3)CC2)cc1 (centres undefined)	2	3	-4	8	-1	-2	-1
COc1ccc(CN(CC(=O)NCc2ccccc2)C(=O)CCC(=O)Nc2cc(C)ccn2)cc1	-13	4	-1	16	3	6	-2
COC(=O)Cn1c(O)c(N=NC(=O)CNC(=O)c2ccc3c(c2)OCCO3)c2ccccc21	.	0	1	10	-1	7	6
CCc1ccccc1NC(=S)N(Cc1ccc(C(=O)O)cc1)Cc1ccc(OC)c(OC)c1	11	.	-5	11	-1	3	-6
C[C@@H]1CCCCO[C@H](CN(C)C(=O)NC2CCCCC2)[C@H](C)CN([C@H](C)CO)C(=O)c2cc(NC(=O)Nc3cccc4ccccc34)ccc2O1	7	-10	12	19	1	-13	7
Cc1cc(OC(C)C(=O)NCCCN2CCCC2=O)c2c(C)c(C)c(=O)oc2c1 (centres undefined)	.	1	-30	-5	4	10	-1
CCN(CC1CCCN(CCc2cccc(F)c2)C1)C(=O)c1ccc(CSC)o1 (centres undefined)	-9	-7	-1	.	0	12	5
C[C@@H]1CN([C@H](C)CO)S(=O)(=O)c2ccc(C#C[C@@H](C)O)cc2O[C@@H]1CN(C)C(=O)C1CCC1	9	7	0	.	4	-19	-26
CN(CC(=O)Nc1ccc(Cl)cc1)C1CCCCC1	5	-3	0	10	-2	-4	9
COc1cccc(NC(=O)CSc2nnc(NC(=O)C3CC3)s2)c1	3	1	.	-5	-2	1	-4
CCS(=O)(=O)N[C@@H]1C=C[C@H](CC(=O)NCc2ccc(Cl)cc2)O[C@H]1CO	0	-6	1	2	1	-3	-5
CC(Sc1nnc(CN2CCCC2)n1Cc1ccccc1)C(=O)Nc1ccccc1 (centres undefined)	4	-7	1	-5	0	-6	7
Cc1cccc(NC(=O)c2onc3c2CCCC3)n1	71*	-11	0	31	-2	77*	-10
CO[C@H]1CN(C)C(=O)c2cc(NC(=O)CC(F)(F)F)ccc2OC[C@@H](C)N(CC2CC2)C[C@H]1C	.	4	-2	-13	1	-5	.
CN(C)c1ccc2c3c(ccc(N(C)C)c13)C(=O)OC2	-10	0	1	4	2	1	.
O=C(CN1CCN(S(=O)(=O)/C=C/c2ccccc2)CC1)Nc1ccccc1N1CCOCC1	2	7	6	20	2	17	3
CC[C@@H]1CCC[C@@H](O)[C@@H](C)C(=O)O[C@H](C)[C@@H](C)C/C=C(C)/C(OC)=C\C(=O)N(C)C([C@@H](C)CC)C(=O)N(C)[C@@H](C(C)C)C(=O)N(C)[C@@H](COC)C(=O)N2CCC[C@H]2C(=O)N(C)[C@@H](C(C)C)C(=O)N2CCC[C@H]2C(=O)O1 (some centres undefined)	20	-30	.	88*	10	26	.
O=C(CCNC(=O)Cn1ccc2ccccc2c1=O)NCCc1ccccc1Cl	1	-4	13	44	-1	21	-2
N#Cc1ccc(-c2ccc3c(c2)[C@H]2[C@H](CCN2S(=O)(=O)c2ccccc2F)[C@@H](CO)N3)cc1	42	-10	.	24	.	0	-12
O=C(Nc1ccc(F)cc1)c1cccnc1	-5	4	-22	21	0	.	.
Cc1cccc(S(=O)(=O)NC(=O)C2(C)CCN2C(=O)c2cccc(F)c2)c1 (centres undefined)	-6	14	-1	-3	-1	17	.
Cc1noc(C)c1NC(=O)Nc1cccc2c1O[C@@H](CN(C)C(=O)Nc1c(C)noc1C)[C@H](C)CN([C@H](C)CO)C2=O	-5	-8	-7	-35	.	4	-2
O=C(CCC1CCCC1)NNC(=O)c1cc2ccccc2cc1O	-4	4	-2	20	2	-3	0
C=CCOc1c2ccc(C(=O)NCc3ccccc3OC)cc2nn1C	-19	-8	-6	-15	1	-17	13
COc1cc(C(O)c2nc(/C=C/c3ccc(C(F)(F)F)cc3)cs2)ccc1F (centres undefined)	-10	1	1	9	2	-2	.
Cc1ccc(NC(=S)NNc2ccc(C(=O)O)cc2[N+](=O)[O-])cc1C	-11	?	.	-38	5	-8	21
COCCN(C(=O)CSc1nc2ccccc2o1)c1c(N)n(Cc2ccccc2)c(=O)[nH]c1=O	6	-1	-3	12	1	-12	-5
C[C@@H]1CN([C@@H](C)CO)C(=O)Cc2cc(NC(=O)CCCCCC(=O)Nc3ccccc3N)ccc2O[C@@H]1CN(C)C(=O)Nc1ccc2c(c1)OCO2	-1	-6	10	1	-9	-8	-1
